Source: PubChem (NCI)
NCI-60 one-dose screen, 48 h, at 10 µM unless noted. Numbers give growth in % (100 = growth as untreated, 0 = no growth, -100 = all killed).
A498: A498 renal cancer cells. 76,000 tested, 5.4% active
DU-145: DU-145 prostate cancer | AID 1794760 | 81,000 tested, 4.2% active
TK-10: TK-10 renal cancer cells; AID 1794769; 81,000 tested, 3.9% active
UO-31: UO-31 renal cancer; 81,000 tested, 5.2% active; AID 1794768
ACHN: ACHN renal cancer | 81,000 tested, 4.9% active
SN12C: SN12C renal cancer cells | 81,000 tested, 3.8% active | AID 1794767
CAKI-1: CAKI-1 renal cancer | 75,000 tested, 4.7% active | AID 1794772
RXF 393: RXF 393 renal cancer cells | 77,000 tested, 6.9% active | AID 1794773
786-0: 786-0 renal cancer cells | 81,000 tested, 5.1% active | AID 1794775
* = called active by the depositor; . = no result given; [ ] = remark or other dose. Rule for the calls: active = growth percent below 10; inactive = the rest. No enrichment for hits; any-hit rate near 11%.

SMILES | A498 | DU-145 | TK-10 | UO-31 | ACHN | SN12C | CAKI-1 | RXF 393 | 786-0
CCN1C(=O)N(CC)C2C1NN=c1s/c(=C\c3ccc(Cl)cc3Cl)c(=O)n12 (stereo not given) | 17 | 6.0* | 68 | 36 | 27 | 22 | 21 | 61 | 21
O=c1c2cc(-c3ccc(F)cc3F)ccc2n(Nc2ccccc2)c(=O)n1-c1cccc(C(F)(F)F)c1 | -18* | 27 | 11 | 4.6* | 2.3* | 4.0* | -11* | 5.8* | 48
O=C(O)c1ccc(-c2nn(-c3ccc(C(F)(F)F)cc3)cc2CNc2ccccc2)cc1 | 61 | 92 | . | 67 | 90 | 90 | 92 | 94 | 100
N#Cc1c(-c2ccc(F)cc2)nc(SCc2ccc(F)cc2)nc1N1CCNCC1 | 96 | -3.4* | -25* | 8.3* | -79* | -59* | -80* | -65* | -79*
CCn1cc(C(=O)NN=C2CCCCCC2)c(=O)c2ccc(C)nc21 | 58 | 89 | 96 | 75 | 85 | 85 | 80 | 100 | 87
O=C(NCCc1ccccc1)c1nnn(-c2ccccc2)c1-c1ccco1 | 95 | 105 | 113 | 82 | 97 | 94 | 97 | 116 | 102
COc1cc2oc(-c3cccc(NC(=O)c4ccc(Cl)cc4)c3)cc(=O)c2c(OC)c1OC | 61 | 53 | 67 | 30 | 33 | 55 | 49 | 26 | 70
CCOC(=O)c1cc(C(N)=O)n2ccc(-c3ccncc3)cc12 | 33 | 70 | 40 | 35 | 59 | 70 | . | 64 | 59
C/C(=N\N=C\c1cc([N+](=O)[O-])ccc1Cl)c1ccc2c(c1)Nc1ccccc1S2 | 6.2* | 84 | 8.9* | -14* | -44* | 12 | 31 | 63 | 21
COc1ccc2[nH]c(C(=O)OCc3ccc4cccc(O)c4n3)cc2c1 | 36 | -92* | -89* | -100* | -98* | -75* | -98* | -92* | -76*
c1ccc(C(Nc2cccnc2)c2ccccc2)cc1 | 93 | 106 | 109 | 87 | 99 | 97 | 89 | 108 | 107
Cn1cc(-c2nnc(N)nc2-c2c[nH]c3ccc(F)cc23)c2cccnc21 | 86 | 80 | 82 | 48 | 55 | 46 | 46 | 65 | 47
CC1CCC(NC(=O)N(CCCl)N=O)CC1 (stereo not given) | 107 | 123 | 117 | 81 | 101 | 99 | 96 | 104 | 100
O=C(O)CC(NC(=O)OCc1ccccc1)C(=O)O (stereo not given) | . | 100 | 124 | 90 | 110 | 108 | 99 | 118 | 104
CCOC(=O)C1=C(C)N=C2SC=C(c3ccccc3)N2[C@H]1c1cn(-c2ccccc2)nc1-c1ccccc1 | 75 | 89 | 95 | 54 | 69 | 72 | 59 | 85 | 77
COc1ccc(/C=C/C(=O)c2c(O)cc(OC)cc2OC)cc1 | . | 82 | 91 | 78 | 95 | 86 | 88 | 98 | 103
Nc1ccc(N=Nc2ccc(S(=O)(=O)Nc3ccccn3)cc2)c(N)n1 | 87 | 103 | 108 | 85 | 105 | 103 | 101 | 102 | 102
COc1ccc(C2C=C(c3ccc(N)cc3)N=C3SC=C(C)N32)cc1OC (stereo not given) | 107 | 94 | 85 | 78 | 88 | 90 | 92 | 94 | 96
COc1cc2ncnc(Nc3ccc(S(=O)(=O)Nc4nccs4)cc3)c2cc1OCCCN1CCN(c2ccc([N+](=O)[O-])cc2)CC1 | 111 | 112 | 119 | 87 | 105 | 107 | 99 | 116 | 109
CCOC(=O)Nc1cccc(-n2cnc3cc(-c4ccc(O)cc4)ccc32)c1 | -25* | 20 | 57 | 26 | 20 | 31 | 33 | -13* | 32
CC1=C(C#N)C2=NN3CC(c4ccccc4)=NC3=NN2C(c2ccccc2)=C1 | 142 | 109 | 127 | 63 | 94 | 94 | 83 | 94 | 106
O=S(=O)(c1ccc(Cl)cc1)c1nc(-c2ccccc2)oc1S(=O)(=O)c1ccc(Cl)cc1 | 122 | 97 | 98 | 64 | 92 | 90 | 86 | 8.0* | 95
CO[C@H](C(=O)[C@@H](O)[C@@H](C)O)[C@@H]1Cc2cc3cc(OC4CC(OC5CC(O)C(O)C(C)O5)C(O)C(C)O4)c(C)c(O)c3c(O)c2C(=O)[C@H]1OC1CC(OC2CC(OC3CC(C)(O)C(O)C(C)O3)C(O)C(C)O2)C(O)C(C)O1 (stereo not given in full) | . | 25 | 9.9* | -4.4* | 3.7* | 25 | 17 | 5.9* | 2.9*
COc1ccccc1-c1c(-c2ccccc2)c[nH]c1C(N)=O | 76 | 105 | 95 | 78 | 102 | 99 | 103 | 95 | 98
N#CC1CCc2c(c(-c3cn[nH]c3C(F)(F)F)nc3c(F)cc4[nH]ncc4c23)C1 (stereo not given) | -23* | 48 | 19 | 57 | 63 | 26 | 26 | 22 | 37

Twelve compounds from above, ordered by count of non-hydrogen atoms, ascending.
SMILES | A498 | DU-145 | TK-10 | UO-31 | ACHN | SN12C | CAKI-1 | RXF 393 | 786-0
O=C(O)CC(NC(=O)OCc1ccccc1)C(=O)O (stereo not given) | . | 100 | 124 | 90 | 110 | 108 | 99 | 118 | 104
COc1ccccc1-c1c(-c2ccccc2)c[nH]c1C(N)=O | 76 | 105 | 95 | 78 | 102 | 99 | 103 | 95 | 98
COc1ccc(/C=C/C(=O)c2c(O)cc(OC)cc2OC)cc1 | . | 82 | 91 | 78 | 95 | 86 | 88 | 98 | 103
CCn1cc(C(=O)NN=C2CCCCCC2)c(=O)c2ccc(C)nc21 | 58 | 89 | 96 | 75 | 85 | 85 | 80 | 100 | 87
CC1=C(C#N)C2=NN3CC(c4ccccc4)=NC3=NN2C(c2ccccc2)=C1 | 142 | 109 | 127 | 63 | 94 | 94 | 83 | 94 | 106
N#CC1CCc2c(c(-c3cn[nH]c3C(F)(F)F)nc3c(F)cc4[nH]ncc4c23)C1 (stereo not given) | -23* | 48 | 19 | 57 | 63 | 26 | 26 | 22 | 37
N#Cc1c(-c2ccc(F)cc2)nc(SCc2ccc(F)cc2)nc1N1CCNCC1 | 96 | -3.4* | -25* | 8.3* | -79* | -59* | -80* | -65* | -79*
O=C(O)c1ccc(-c2nn(-c3ccc(C(F)(F)F)cc3)cc2CNc2ccccc2)cc1 | 61 | 92 | . | 67 | 90 | 90 | 92 | 94 | 100
COc1cc2oc(-c3cccc(NC(=O)c4ccc(Cl)cc4)c3)cc(=O)c2c(OC)c1OC | 61 | 53 | 67 | 30 | 33 | 55 | 49 | 26 | 70
O=c1c2cc(-c3ccc(F)cc3F)ccc2n(Nc2ccccc2)c(=O)n1-c1cccc(C(F)(F)F)c1 | -18* | 27 | 11 | 4.6* | 2.3* | 4.0* | -11* | 5.8* | 48
CCOC(=O)C1=C(C)N=C2SC=C(c3ccccc3)N2[C@H]1c1cn(-c2ccccc2)nc1-c1ccccc1 | 75 | 89 | 95 | 54 | 69 | 72 | 59 | 85 | 77
COc1cc2ncnc(Nc3ccc(S(=O)(=O)Nc4nccs4)cc3)c2cc1OCCCN1CCN(c2ccc([N+](=O)[O-])cc2)CC1 | 111 | 112 | 119 | 87 | 105 | 107 | 99 | 116 | 109

The main list resumes, repeating the two entries before the break.
SMILES | A498 | DU-145 | TK-10 | UO-31 | ACHN | SN12C | CAKI-1 | RXF 393 | 786-0
COc1ccccc1-c1c(-c2ccccc2)c[nH]c1C(N)=O | 76 | 105 | 95 | 78 | 102 | 99 | 103 | 95 | 98
N#CC1CCc2c(c(-c3cn[nH]c3C(F)(F)F)nc3c(F)cc4[nH]ncc4c23)C1 (stereo not given) | -23* | 48 | 19 | 57 | 63 | 26 | 26 | 22 | 37
O=C1NC(=S)N/C1=C\c1ccco1 | 99 | 108 | . | 81 | 98 | 107 | 84 | 98 | 107
COc1ccc(/C=C2\Cc3cc4c(cc3C2=O)OCO4)cc1OC | 87 | 78 | 92 | 57 | 87 | 74 | 57 | 79 | 74
COC(=O)C1=C(C)NC(C)=C(C(=O)OC)C1c1c(-c2ccccc2)nc2sccn12 | 102 | 115 | 109 | 81 | 107 | 137 | 99 | 84 | 94
CC1(C)C=C2[C@H]3C[C@@H](O)[C@@H]4[C@@]5(C)C[C@@H](O)[C@H](O)C(C)(C)[C@@H]5CC[C@@]4(C)[C@]3(C)CC[C@@]2(C)CC1 | 109[9 µM] | 108[9 µM] | 106[9 µM] | 91[9 µM] | 106[9 µM] | 104[9 µM] | . | 121[9 µM] | 104[9 µM]
Cc1ccc(NC(=O)N2CCN(C)CC2)cc1NC(=O)N1CCN(C)CC1 | 107 | 108 | 125 | 89 | 106 | 111 | . | . | 107
COc1ccc(-c2ccn(CC(O)CN3CCOCC3)n2)cc1OC1CCCC1 (stereo not given) | . | 103 | 91 | 84 | 105 | 97 | 99 | 90 | 99
Brc1cc2c(cc1C1OCCO1)OCO2 | 94 | 117 | 101 | 75 | 99 | 102 | 94 | 118 | 109
O=C1c2c(c3c4cc(F)ccc4oc3c3[nH]c4ccccc4c23)C(=O)N1O | -6.6* | 32 | 102 | 8.4* | 1.0* | 28 | 17 | 40 | 48
CN(C)CCNc1cc2sc(NC(=O)c3ccccc3)nc2cn1 | 85 | 98 | 102 | 80 | 90 | 83 | 84 | 110 | 95
O=C(Nc1ccc2ccccc2c1)c1cccc(F)c1 | 113 | 106 | 139 | 100 | 104 | 101 | 102 | 125 | 101
OCCN=Cc1ccccc1 | 104 | 112 | 107 | 83 | . | 99 | 92 | 125 | 106
CCOC(=O)c1c(C)n(-c2ccc(Cl)cc2)c2ccc(OC(=O)/C=C/c3ccccc3)cc12 | 69 | 91 | 96 | 83 | 99 | 87 | 103 | 74 | 94
CCOC(=O)C1(c2ccccc2)C(=O)Oc2ccccc21 (stereo not given) | 91 | 105 | 108 | 83 | 101 | 95 | 103 | 121 | 103
CC(O)CN1CCN(CC(C)O)C(C)C1 (stereo not given) | 98 | 116 | 108 | 98 | 108 | 100 | . | 106 | 108
c1ccc2c(c1)oc1cc3sccc3nc12 | . | 114 | 135 | 67 | 99 | 93 | 78 | 109 | 96
CCOC(=O)c1cc2c(n1Cc1cc(OC)cc(OC)c1)-c1nc(N)sc1CCC2 | 69 | 105 | 102 | 82 | 102 | 90 | 85 | 89 | 83
CCOC(=O)/C(=C\c1ccc2ccccc2c1)P(=O)(OCC)OCC | 55 | . | 61 | 12 | 14 | 17 | 45 | -23* | 12
COc1ccc(/C=N\NC(=O)c2cc(-c3ccc(Cl)cc3)n(-c3ccc(OC)cc3)n2)cc1 | 76 | 104 | 115 | 60 | 88 | 88 | 54 | 76 | 96
CC(=O)Nc1ccc(/C=N/Nc2ccc([N+](=O)[O-])cn2)cc1 | 82 | 96 | 104 | 83 | 88 | 91 | 84 | 78 | 97
Brc1ccc2c(c1)CN(C1CCCCC1)CO2 | 100 | 111 | 111 | 79 | 99 | 113 | 102 | 107 | 117
COc1cc(/C(C)=N/NC(=O)CSc2nc3ccccc3c(=O)n2Cc2ccc(S(N)(=O)=O)cc2)cc(OC)c1OC | . | 106 | 104 | 76 | 96 | 94 | 86 | 97 | 98
COc1ccc(S(=O)(=O)NC2C3c4ccccc4C(c4ccccc43)C2O)cc1OC (stereo not given) | 87 | 104 | 113 | 88 | 109 | 99 | 94 | 107 | 104
CCCCNC(=O)NS(=O)(=O)c1ccc(N2N=C(c3ccc(C)cc3C)CC2c2ccc(OC)cc2)cc1 (stereo not given) | 53 | 92 | 89 | 60 | 64 | 75 | 71 | 83 | 61
COc1ccc(C(=O)/C=C/c2ccc(N3CCCCC3)cc2)cc1OC | 87 | 95 | 110 | 73 | 100 | 90 | 90 | 107 | 103
CCOC(=O)c1cc2c(n1Cc1ccc(OC)cc1)-c1nc(N)sc1CCC2 | 83 | 103 | 111 | 75 | 97 | 87 | 82 | 97 | 89

(list continues)
SMILES | A498 | DU-145 | TK-10 | UO-31 | ACHN | SN12C | CAKI-1 | RXF 393 | 786-0
O=Cc1ccc([N+](=O)[O-])cc1 | 80 | 102 | 101 | 96 | 100 | 100 | 101 | 99 | 99
O=C(Cn1c(=O)[nH]c2ccccc2c1=O)NCC(=O)N/N=C/c1ccc([N+](=O)[O-])cc1 | 96 | 104 | 107 | 91 | 102 | 100 | 91 | 101 | 98
Fc1ccc(NCCS)cc1 | 101 | 107 | 106 | 85 | 105 | 98 | 110 | 108 | .
O=C(CSc1nc(-c2ccccc2)cc(=O)[nH]1)c1ccc(Cl)cc1 | 73 | 113 | 137 | 74 | 101 | 90 | 90 | 96 | 103
O=C1c2cccc3cccc(c23)C(=O)N1CCCN[C@@H]1CCC[C@H]1NCCCN1C(=O)c2cccc3cccc(c23)C1=O | 44 | 49 | 101 | 62 | 34 | 62 | 79 | 72 | 76
CC[C@]12C=CCN3CC[C@]4(C(=C(C(=O)OC)C1)Nc1cc(OC)c([C@@H]5[C@H]6O[C@H]6[C@@]6(CC)CC(C(=O)OC)=C7Nc8cc(OC)ccc8[C@@]78CCN5[C@@H]68)cc14)[C@@H]32 | 141 | 70 | 72 | 69 | 44 | 50 | 43 | 48 | 45
